Screens: PubChem, several laboratories
TDP2 absorb: human TDP2 enzyme inhibitors, primary screen, biochemical, epi absorbance, recombinant enzyme. Tyrosyl-DNA phosphodiesterase 2 (Homo sapiens), O95551. T5PNP hydrolysis, p-nitrophenol absorbance 415 nm. inhibition, % at 12.8 µM. 370,000 compounds, 0.34% hits. AID 720702, 2013;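 active = inhibition above the mean of all tested compounds plus 3 SD, set per campaign, cut at about 25% in these data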;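 also: 0% = DMSO with enzyme and 100% = buffer with substrate but no TDP2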
Target sequence (O95551 whole entry, looked up): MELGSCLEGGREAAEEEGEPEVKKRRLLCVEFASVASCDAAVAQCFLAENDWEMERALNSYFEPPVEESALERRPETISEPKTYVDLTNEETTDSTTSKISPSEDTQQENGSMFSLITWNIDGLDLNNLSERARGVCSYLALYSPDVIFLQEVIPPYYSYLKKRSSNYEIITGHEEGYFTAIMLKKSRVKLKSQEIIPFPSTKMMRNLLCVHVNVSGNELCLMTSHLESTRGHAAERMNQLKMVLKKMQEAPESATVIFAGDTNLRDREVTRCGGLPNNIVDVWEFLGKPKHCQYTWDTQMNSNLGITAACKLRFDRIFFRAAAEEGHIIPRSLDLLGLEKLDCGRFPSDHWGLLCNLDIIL
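Assay system: recombinant human TDP2 / Reagent: T5PNP substrate at 5 mM, a TopII-DNA adduct mimic / Measured by: epi absorbance from released p-nitrophenol / Evaluation: % inhibition relative to enzyme-containing and enzyme-free wells / Control set: enzyme-free and DMSO wells / Replicates: each compound tested once, singlicate / Schedule: enzyme reaction with compound for 2 h at 37 °C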
mABHD4 FP: ABHD4 inhibitors, primary screen, biochemical, fluorescence polarization, mouse; inhibition, % at 8.92 µM; (Lyso)-N-acylphosphatidylethanolamine lipase (Mus musculus), Q8VD66; 370,000 compounds, 0.54% hits; purified mABHD4, FP-Rh probe fluorescence polarization;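 active = inhibition exceeding the mean over every tested compound plus 3 SD, cut at about 30% in these data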;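 also: 0% = plate median of compound wells and 100% = S159A mutant with DMSO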
Target sequence (Q8VD66 whole entry, looked up): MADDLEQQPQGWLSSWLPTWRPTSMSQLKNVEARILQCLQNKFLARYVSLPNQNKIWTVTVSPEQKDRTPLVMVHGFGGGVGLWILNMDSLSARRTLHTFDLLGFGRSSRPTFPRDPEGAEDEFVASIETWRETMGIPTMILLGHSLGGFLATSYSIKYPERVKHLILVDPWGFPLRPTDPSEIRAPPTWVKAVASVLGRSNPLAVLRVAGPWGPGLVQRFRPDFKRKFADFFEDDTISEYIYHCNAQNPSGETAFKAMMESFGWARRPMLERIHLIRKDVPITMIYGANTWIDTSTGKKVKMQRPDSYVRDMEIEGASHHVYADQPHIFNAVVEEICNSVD
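Test system: mouse ABHD4 enzyme, wild type. Reagent: FP-Rh fluorescent activity-based probe, added after compound pre-incubation. Timing: pre-incubation 45 min, probe exposure 60 min, at 25 °C. Technique: FP readout, ex 525 nm / em 598 nm. Benchmarks: high control S159A mutant with DMSO, low control median of compound wells.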
SIAE primary: human SIAE inhibitors, primary screen, biochemical, fluorescence polarization, FP-Rh probe, 1536-well HTS. Sialate O-acetylesterase (Homo sapiens), Q9HAT2. SIAE FP-Rh probe binding. inhibition, % at 9.66 µM. 370,000 compounds, 0.69% hits. AID 1053197, 2014;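 active = inhibition above a cutoff: mean of compounds within the control limits plus 3 SD of those, cut at about 17% in these data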;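 also: 0% = plate median of compound wells and 100% = probe without SIAE protein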
rCAG RNA binder: binders of r(CAG) RNA repeats, primary screen, biochemical, fluorescence | r(CAG) RNA repeat, TO-PRO-1 dye displacement fluorescence | inhibition, % at 3 µM | 370,000 compounds, 1.3% hits | AID 651821, 2012;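 active = inhibition above the plate cutoff, the mean of all test compounds on that plate plus 3 SD, cut at about 35% in these data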;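 also: 0% = DMSO alone and 100% = 100 µM mitoxantrone as full dye displacement; higher means more dye released from RNA so lower well fluorescence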
PRMT1 inh: PRMT1 methyltransferase inhibitors, primary screen, biochemical, fluorescence polarization; inhibition, % at 2.79 µM; 370,000 compounds, 1.3% hits; recombinant PRMT1, activity-based probe fluorescence polarization;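 active = inhibition above about 21% made by adding two undisclosed values, limit read from the data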
Target sequence (Q99873 whole entry, looked up): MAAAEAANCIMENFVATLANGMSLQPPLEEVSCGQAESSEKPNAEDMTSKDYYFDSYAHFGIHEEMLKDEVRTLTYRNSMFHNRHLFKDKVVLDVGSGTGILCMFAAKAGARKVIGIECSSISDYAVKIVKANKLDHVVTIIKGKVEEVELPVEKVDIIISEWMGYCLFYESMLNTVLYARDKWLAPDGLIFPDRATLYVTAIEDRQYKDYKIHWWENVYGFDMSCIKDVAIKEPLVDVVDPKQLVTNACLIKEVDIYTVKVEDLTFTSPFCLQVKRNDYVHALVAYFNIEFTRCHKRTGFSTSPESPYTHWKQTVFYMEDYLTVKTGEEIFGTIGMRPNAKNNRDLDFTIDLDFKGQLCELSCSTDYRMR
TCR CD3 inh: inhibitors of human TCR-CD3 interaction, primary screen, biochemical, fluorescence, TAMRA-labeled TCR probe. T-cell receptor (TCR). inhibition, % at 9.4 µM. 360,000 compounds, 0.37% hits. AID 651800, 2012; in the data active = inhibition above about 19%;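 also: recombinant mutant TCR 2C K166C tagged with TAMRA read by polarization; 0% = receptor in buffer alone and 100% = receptor with positive control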
NR1D1 modulator: modulators of Rev-erb alpha DNA binding, primary screen, biochemical, FITC-DNA, fluorescence polarization, uHTS | 370,000 compounds, 0.79% hits | AID 1259318, 2017 | activity, % at 10 µM | Nuclear receptor subfamily 1 group D member 1 (Homo sapiens), P20393 | Rev-erbα–FITC-DNA binding, 90 min;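 active = activity above about 14%, limit read from the data; passing the limit was not always enough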;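 also: 0% = DMSO wells with 35 nM protein and 100% = DMSO wells with 750 nM protein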
HTRA1 inh: HTRA1 serine protease inhibitors, primary screen, biochemical, fluorescence polarization, HTS; recombinant HTRA1, FP-rhodamine activity-based probe; 340,000 compounds, 0.5% hits; inhibition, % at 5.96 µM; Q92743; AID 504803, 2011; in the data active = inhibition above about 36%;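 also: 0% = enzyme with DMSO and 100% = wells lacking enzyme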
PG9 binder: binders of HIV-1 gp120 antibody PG9, primary screen, biochemical, TR-FRET; AID 624416, 2012; TR-FRET gp120-PG9 antibody binding; 360,000 compounds, 0.43% hits; inhibition, % at 6.7 µM; HIV-1 gp120 / PG9 antibody interaction; in the data active = inhibition above about 8.5%
LEDGF integ inh: blockers of LEDGF/p75-dependent integrase strand transfer – biochemical, TR-FRET, high throughput, primary screen; 370,000 compounds, 0.64% hits; HIV-1 integrase (with human LEDGF/p75); inhibition, % at 3.7 µM; TR-FRET IN-LEDGF/p75 DNA integration, Eu/Cy5; AID 743269, 2014;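 active = inhibition above the screen-wide mean plus 3 SD, cut at about 13% in these data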;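 also: signal is the Cy5 over europium emission ratio at 671 and 618 nm; 0% = plate median of compound wells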
An asterisk follows results filed as active; . = not tested or not shown; & = joins results of further samples.

SMILES | TDP2 absorb | mABHD4 FP | SIAE primary | rCAG RNA binder | PRMT1 inh | TCR CD3 inh | NR1D1 modulator | HTRA1 inh | PG9 binder | LEDGF integ inh
CNC(=S)NNC(=O)c1ccccc1F | 6 | 2 | 1 | 0 | -4 | 0 | -1 | 1 | 0.0 | 0
COc1ccc(CCNC(=O)CN2C(=O)c3ccccc3C2=O)cc1 | -24 | -10 | -12 | 6 | -4 | 7 | -1 | -6 | -3.2 | 0
CCN1CCN(c2ncc(C(=O)Nc3cc(Cl)c(OC)cc3OC)c3ccccc23)CC1 | 4 | 3 | 11 | -4 | 0 | -1 | 0 | 0 | -0.6 | 0
CN(C(=O)C1CCOC1)c1nnc(-c2ccccn2)s1 (configuration not stated) | -4 | -6 | -2 | -2 | 2 | -6 | 3 | 2 | -1.0 | -6
N#C/C(=C\c1cn(Cc2ccccc2F)c2ccccc12)C(=O)NCc1ccco1 | 7 | -2 | 5 | 2 | -3 | 1 | -3 | -13 | 0.4 | 1
COc1ccc(C(=O)Nc2ccc(N3CCC(C)CC3)cc2)cc1Br | -4 | 1 | 7 | 0 | -4 | 1 | -4 | 5 | -0.6 | 1
COc1ccc(CC(=O)Nc2nc(C(C)(C)C)cs2)cc1 | 4 | 5 | -1 | -4 | 3 | -7 | -6 | -20 | -1.3 | -4
C1CCc2c(nc3nnnn3c2N2CCOCC2)C1 | 7 | -15 | -2 | -1 | 2 | 3 | 7 | 6 | 0.6 | 1
NNC(=O)c1cccc(S(=O)(=O)Nc2cccc(C(F)(F)F)c2)c1 | -4 | 2 | -74 | 6 | -1 | 1 | 5 | -3 | -0.7 | 1
O=C(COc1ncnc2sccc12)Nc1cccc(S(=O)(=O)N2CCOCC2)c1 | -20 | -15 | -19 | 11 | -1 | 6 | -7 | -6 | -3.7 | -1
CCCCC1Cc2[nH][nH]c(=O)c2C(c2ccc(F)cc2)O1 (configuration not stated) | -1 | 8 | -1 | 7 | -7 | 0 | 0 | . | 0.2 | 4
C=CCN1[C@H](CC(C)C)COc2cccc(F)c2S1(=O)=O | 0 | 0 | -3 | 2 | -1 | . | 3 | . | . | -4
CC(C)NC(=S)NNc1nc2ccccc2s1 | -2 | 10 | 0 | 7 | 60* | -3 | 6 | -3 | -0.7 | -6
COc1ccc(C2=NN(c3ccccc3)C(c3cn(CCC(=O)O)nc3-c3ccccc3)C2)cc1 (configuration not stated) | 9 | 10 | 8 | 39* | -3 | -1 | 4 | 6 | 0.3 | 1
O=[N+]([O-])c1ccccc1O[C@@H]1O[C@H](CO)[C@H](O)[C@H](O)[C@H]1O | 1 | 8 | -1 | 1 | 1 | 1 | -2 | 4 | -1.2 | -2
COc1ccc(C(=O)N2CCCCCC2)cc1OC1CCN(C(C)=O)CC1 | 4 | -3 | -3 | -7 | -3 | 7 | 2 | 2 | 0.5 | 1
Cc1ccc(N(CC(=O)NCCSCc2ccco2)S(=O)(=O)c2ccc(C)cc2)cc1 | -4 | 2 | 2 | -6 | 1 | 0 | 0 | -31 | -0.1 | -4
O=[N+]([O-])c1ccc(C(=Nc2cccc3ccccc23)N2CCOCC2)cc1 | -3 | 6 | 1 | -5 | 0 | 1 | 5 | -7 | -1.7 | 1
CC(NC(=O)CCCc1ccccc1)c1ccncc1 (configuration not stated) | -13 | 12 | -1 | -3 | 3 | -3 | -4 | 0 | -2.4 | -3
CCC(=O)Nc1cccc(NC(=O)CSc2nc3c(c(=O)n(C)c(=O)n3C)n2C)c1 | 11 | 3 | 1 | -3 | -1 | 3 | 0 | 11 | -0.1 | -2
Cc1ccccc1SCC(=O)NC1CCOC1=O (configuration not stated) | 17 | 1 | 1 | 4 | 9 | -1 | 4 | -4 | 1.3 | -1
N#Cc1cccc(NC(=O)c2cc(C3CCCCN3C(=O)c3ccccn3)on2)c1 (configuration not stated) | 2 | -2 | 0 | -2 | -2 | 2 | 6 | . | 0.2 | -3
CCN1CCN(Cc2cc(=O)oc3cc4c(cc23)CCC4)CC1 | -5 | 4 | 3 | -1 | 3 | 0 | 4 | -4 | -1.8 | -4
Nc1c(C(=O)CSc2nccn2-c2cccc(F)c2)c(=O)[nH]c(=O)n1C1CC1 | 5 | 7 | -1 | -1 | 4 | -6 | -4 | 4 | 0.5 | 1
C=CCNC(=O)NC(=O)CSc1nc2cc([N+](=O)[O-])ccc2n1-c1cccc(C(F)(F)F)c1 | 6 | 0 | 4 | 3 | -1 | 5 | 1 | -2 | -1.6 | 1
COc1ccc(NC(=O)c2oc3cc(C)c(C)cc3c2C)c(OC)c1 | 3 | 0 | 0 | 4 | -2 | 2 | 21* | -2 | -1.1 | 1
CCc1cc(C=NC2CCCCC2)c(O)s1 | 2 | -2 | 9 | -2 | 0 | 2 | 8 | 8 | -1.5 | 1
Cc1nc2scc(C)n2c(=O)c1S(=O)(=O)NCC1CCN(Cc2ccc(Cl)cc2)CC1 | -13 | -2 | -5 | 2 | -1 | -8 | -1 | 4 | -0.6 | 1
Oc1c(-c2cc(-c3ccco3)[nH]n2)ccc2ccccc12 | -2 | 13 | 15 | 28 | 2 | 1 | . | 30 | -0.9 | 1
COC(=O)C1=CN(c2cccc(OCc3ccccc3)c2)C(N)=C(C#N)C1c1ccccc1 (configuration not stated) | 0 | 0 | 3 | 5 | 8 | 0 | -4 | . | 0.3 | -3
Cc1cc(C)c(C(N)=O)c(NCCc2ccccc2)n1 | -6 | 1 | 0 | -4 | 3 | -2 | 1 | 0 | 1.2 | -5
COc1ccccc1N(C)S(=O)(=O)c1ccc(Cl)c(C(=O)Nc2ccncc2)c1 | -1 | 2 | -5 | 0 | -2 | -1 | 4 | -8 | -3.6 | 1
O=C(COC(=O)c1ccccc1O)NCc1ccc2c(c1)OCO2 | -7 | 5 | 10 | 1 | 1 | 7 | -1 | 3 | 0.9 | 2
Cc1cccc(C(C)(C)C)c1OCCn1ccnc1 | 14 | 12 | -3 | -5 | 1 | 0 | 8 | 5 | -0.9 | 3
Cc1cc[n+](CCC(=O)O)c2ccccc12 | 11 | 7 | 9 | 0 | 0 | -2 | 0 | 2 | 0.7 | 1
CC(C)c1ccc(S(=O)(=O)N2CCN(C(=O)C3CCN(C(=O)c4ccc(F)cc4)CC3)CC2)cc1 | -19 | 3 | -2 | -5 | 2 | -15 | 0 | 5 | -0.3 | -4
CC1=NC(C)(C)CC2CCC(O)C12 (configuration not stated) | 11 | 1 | 6 | 1 | 2 | -6 | 0 | -1 | -1.0 | -3
COC(=O)c1ccc(/C=N/NC(=O)c2ccccc2Cl)cc1 | 6 | 1 | -1 | -1 | -3 | 6 | 1 | 3 | -1.2 | 4
COc1ccc(NC(=S)NCC(O)c2ccccc2)c(OC)c1 (configuration not stated) | -10 | 5 | 8 | -2 | -4 | 4 | 4 | 1 | -0.3 | 1
CCOC(=O)COc1cc(N2C(=O)CSCC2=O)c(Cl)cc1Cl | -9 | -13 | 71* | -2 | 6 | -1 | 3 | -3 | -1.4 | -7
Cc1ccc(N(CC(=O)NCC2CCCO2)S(=O)(=O)c2ccccc2)c(C)c1 (configuration not stated) | 0 | -12 | -4 | -5 | -1 | 8 | 3 | 12 | -1.6 | 8
Clc1ccccc1-c1nnc2sc(-c3cccs3)nn12 | 3 | -3 | -5 | 6 | 0 | 5 | -3 | -26 | -2.1 | 0
COC(=O)C1=CN(c2ccc(Oc3ccccc3)cc2)C(N)=C(C#N)C1c1ccc(-c2ccccc2)cc1 (configuration not stated) | -15 | -10 | -7 | 28 | -5 | 1 | 4 | . | 2.1 | 6
CCNc1ccc(S(=O)(=O)N(C)C)cc1NCC(=O)Nc1ccccc1F | 0 | -2 | 3 | -2 | 0 | 2 | -4 | -8 | -3.9 | -1
Cn1nccc1C(=O)N1CCCC(Nc2ccc(F)cc2)C1 (configuration not stated) | 8 | -3 | 7 | -1 | -1 | -1 | -4 | 2 | 1.2 | 3
CCCC(O)(CCN(C)C)c1ccc(OC)cc1 (configuration not stated) | -7 | 3 | 1 | 3 | 2 | -6 | 5 | 1 | -1.2 | 3
C[N+]1(C)CCCC(OC(=O)C(O)(c2ccccc2)c2ccccc2)C1 (configuration not stated) | -16 | -3 | 5 | 4 | -4 | -2 | 11&-1 | 2 | 0.9 | 4
CCN1C(=O)/C(=C/N(C)C)c2ccccc21 | 2 | 2 | 5 | 4 | 2 | -8 | -2 | 0 | -1.1 | -1
CCn1c(C)nc2cc(C(=O)N=Nc3c(O)[nH]c4c(C)cc(C)cc34)ccc21 | -3 | -2 | -2 | 5 | -1 | 2 | -25 | . | -6.1 | -1
O=C(NCCCCCCOC1=NS(=O)(=O)c2ccccc21)C(=O)Nc1ccccc1 | 2 | -7 | -7 | 1 | -2 | -3 | 3 | -8 | 1.3 | 2
CN1CCCC(OC(=O)COc2ccccc2)C1 (configuration not stated) | -1 | 6 | -8 | 0 | 2 | 8 | -2 | 3 | -1.2 | -2
Nc1[nH]n(-c2ccccc2)c(=O)c1N=Nc1ccccc1[N+](=O)[O-] | -8 | 13 | 3 | 11 | -3 | 6 | -2 | 19 | -3.4 | 0
COc1cccc(C(=O)NC(=O)Nc2nc(C)cc(C(F)(F)F)n2)c1 | 1 | -5 | -4 | -1 | -3 | 5 | 1 | -3 | -0.8 | 4
CN(CC(=O)Nc1ccc2c(c1)CCC2)CC(=O)Nc1ccccc1Br | 8 | -3 | -2 | -7 | -2 | 5 | 0 | -20 | 1.4 | 1

Part of the list above in another layout.
| smiles | TDP2 absorb | mABHD4 FP | SIAE primary | rCAG RNA binder | PRMT1 inh | TCR CD3 inh | NR1D1 modulator | HTRA1 inh | PG9 binder | LEDGF integ inh |
| --- | --- | --- | --- | --- | --- | --- | --- | --- | --- | --- |
| CC1=NC(C)(C)CC2CCC(O)C12 (configuration not stated) | 11 | 1 | 6 | 1 | 2 | -6 | 0 | -1 | -1.0 | -3 |
| COC(=O)c1ccc(/C=N/NC(=O)c2ccccc2Cl)cc1 | 6 | 1 | -1 | -1 | -3 | 6 | 1 | 3 | -1.2 | 4 |
| COc1ccc(NC(=S)NCC(O)c2ccccc2)c(OC)c1 (configuration not stated) | -10 | 5 | 8 | -2 | -4 | 4 | 4 | 1 | -0.3 | 1 |

A portion of the library; the hit share may differ from the screen's.
